CHO parental Ca: ATP-evoked calcium signal inhibitors, parental CHO, primary screen, counter-screen for OX1R antagonist project, cell-based, fluorescence, Fluo-8 calcium dye; inhibition, % at 5.6 µM; parental CHO-K1, ATP-induced calcium, Fluo-8 fluorescence; AID 463079, 2010; actives 0.63% (n = 330,000);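 active means inhibition above that plate's mean sample inhibition plus 3 SD, cut at about 26% in these data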;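 further: 0% = ATP-challenged DMSO wells and 100% = DMSO wells without ATP; some compounds past the cut are filed as inactive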
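Measured by: calcium-sensitive Fluo-8 fluorescence / Test system: CHO parental line / Controls: ATP-challenged DMSO wells low, unchallenged DMSO wells high / Measure: % inhibition / Compound: single nominal dose of 5.6 µM per compound / Replicates: single well per compound, no replicates / Reagent: ATP as calcium-mobilizing challenge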
OXTR potentiate: human OXTR potentiators, primary screen, fluorescence, CHO-OTR cells, Fluo-8 calcium | activation, % at 3 µM | AID 2445, 2010 | actives 0.061% (n = 320,000) | Fluo-8 calcium fluorescence, potentiator mode; 0% = oxytocin EC15, 100% = EC100 | Oxytocin receptor (Homo sapiens), P30559;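 active means activation above that plate's cutoff, the mean activation of tested compounds plus 3 SD, cut at about 6.6% in these data, passing the limit was not always enough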;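 further: 100% uses oxytocin at 75 nM as the full agonist control; some results filed as inactive read as strong as hits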
Target sequence (P30559 whole entry, looked up): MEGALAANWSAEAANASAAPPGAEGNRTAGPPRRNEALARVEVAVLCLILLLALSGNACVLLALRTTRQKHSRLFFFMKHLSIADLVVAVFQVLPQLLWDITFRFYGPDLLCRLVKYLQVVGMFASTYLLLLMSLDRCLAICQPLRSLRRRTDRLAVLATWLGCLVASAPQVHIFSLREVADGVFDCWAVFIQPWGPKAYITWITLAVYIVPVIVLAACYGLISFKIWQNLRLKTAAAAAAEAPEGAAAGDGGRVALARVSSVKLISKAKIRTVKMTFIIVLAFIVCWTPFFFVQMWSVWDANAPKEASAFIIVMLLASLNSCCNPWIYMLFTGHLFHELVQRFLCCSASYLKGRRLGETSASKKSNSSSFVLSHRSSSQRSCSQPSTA
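Assay system: CHO-OTR cells, human receptor / Also added: oxytocin at about EC15, sub-maximal agonist stimulus / Dosing: single dose, 3.0 µM nominal final compound concentration / Incubation: 6 min pre-incubation, 100 s read / Technique: Fluo-8 calcium dye fluorescence / Read-out: % activation vs EC15 and EC100 oxytocin / Benchmarks: EC15 oxytocin low, 75 nM oxytocin high / Replicates: singlicate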
CHRM1 agonist: human M1 muscarinic receptor agonists, primary screen, Fluo-8 calcium fluorescence, CHO-K1 cells, HTS; CHO-K1 hM1, agonist mode; 0% DMSO, 100% acetylcholine EC100; activation, % at 3 µM; actives 0.33% (n = 360,000); AID 588814, 2011;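 active means activation above the run's mean compound activation plus 3 SD, cut at about 16% in these data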;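 further: peak over basal fluorescence ratio within a 140 s kinetic read after compound addition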
Target sequence (P11229 whole entry, looked up): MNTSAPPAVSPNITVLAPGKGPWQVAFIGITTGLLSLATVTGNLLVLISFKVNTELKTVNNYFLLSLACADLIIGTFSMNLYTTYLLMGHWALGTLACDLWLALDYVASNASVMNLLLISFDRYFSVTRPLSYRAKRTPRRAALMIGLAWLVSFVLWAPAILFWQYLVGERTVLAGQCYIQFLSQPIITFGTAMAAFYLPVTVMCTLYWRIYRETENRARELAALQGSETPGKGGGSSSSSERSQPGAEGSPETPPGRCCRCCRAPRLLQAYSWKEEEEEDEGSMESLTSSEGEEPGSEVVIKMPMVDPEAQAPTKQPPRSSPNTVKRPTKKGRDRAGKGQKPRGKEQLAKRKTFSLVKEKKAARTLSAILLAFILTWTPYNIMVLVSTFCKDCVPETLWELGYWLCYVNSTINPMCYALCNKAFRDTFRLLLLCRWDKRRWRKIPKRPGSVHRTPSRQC
CHO-K1 Ca antag: M1 antagonist counterscreen hit in parental CHO-K1 cells; inhibition, % at 3 µM; actives 0.6% (n = 360,000); ATP-induced calcium, Fluo-8 fluorescence;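 active means inhibition above a per-plate cutoff, the plate's mean sample inhibition plus 3 SD, cut at about 24% in these data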;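 further: 0% = DMSO plus EC80 ATP and 100% = DMSO alone without ATP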
V1R ag counter: agonists of human V1a receptor, primary screen, counter-screen for OXTR agonist project, fluorescence, CHO-V1R cells. Vasopressin V1a receptor (Homo sapiens), P37288. Fluo-8 calcium fluorescence, agonist mode; 0% DMSO, 100% 3 nM vasopressin. activation, % at 3 µM. actives 0.25% (n = 320,000). AID 2797, 2010;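 active means activation above the mean activation of all tested compounds plus 3 SD, per screening run, cut at about 20% in these data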;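 further: signal is peak over basal fluorescence ratio across a 100 second FLIPR read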
TAAR1 agonist: human TAAR1 agonists, primary screen, Fluo-8 calcium fluorescence, CHO RD-HGA16 cells. actives 0.99% (n = 360,000). vehicle wells 0%, saturating PEA agonist 100%. activation, % at 3 µM. AID 624467, 2012;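 active means activation above the mean activation of all test compounds in the run plus 3 SD, cut at about 38% in these data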
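Benchmarks: low control DMSO, high control PEA (EC100); System: CHO RD-HGA16 cells carrying human TAAR1 plus Gα16; Detection: Fluo-8 fluorescence, 5 s baseline then 140 s kinetic read; Schedule: 17-24 h plating, Fluo-8 75 min 37 °C, 30 min RT; Read-out basis: % activation from peak over basal fluorescence ratio, DMSO-to-PEA scaled.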
CHO-K1 Ca PAM: nonselective calcium activators in parental CHO-K1 cells, primary screen, counter-screen for M1 PAM project, cell-based, Fluo-8 calcium fluorescence, full deck, 1536-well | actives 0.02% (n = 360,000) | activation, % at 3 µM | ATP EC20; 0% at ATP EC20, 100% at ATP max;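 active means activation above the run cutoff, the mean activation of all test compounds plus 3 SD, cut at about 40% in these data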;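 further: peak over basal fluorescence ratio in a 140 s read after ATP addition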
M1 ag parental: counter-screen for M1 agonists: effect in parental CHO-K1 cells; actives 0.48% (n = 360,000); Fluo-8 calcium fluorescence; scaled to maximal ATP response, vehicle zero; AID 602248, 2012; activation, % at 3 µM; in the data active means activation above about 15%;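 further: untransfected CHO-K1 host cells lacking M1 receptor as counterscreen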
TAAR1 antag: human TAAR1 antagonists, primary screen, Fluo-8 calcium fluorescence, CHO RD-HGA16 cells; actives 1.5% (n = 360,000); antagonist; inhibition, % at 3 µM;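 active means inhibition above a per-plate cutoff, the mean inhibition of test compounds on that plate plus 3 SD, cut at about 49% in these data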;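 further: 0% = DMSO plus EC80 beta-PEA response and 100% = DMSO alone without agonist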
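Material: CHO RD-HGA16 cells bearing hTAAR1; compound dosing: one-point dosing, 3 µM nominal final; schedule: dye loading 75 min at 37 °C, then 30 min room temperature; measured by: calcium fluorescence with Fluo-8; control set: vehicle and agonist controls; replication: n of 1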
* = called active by the depositor; / = not tested or not shown.

Structure,CHRM1 agonist,OXTR potentiate,CHO-K1 Ca PAM,TAAR1 agonist,CHO-K1 Ca antag,V1R ag counter,TAAR1 antag,M1 ag parental,CHO parental Ca
CCOC(=O)c1ccc(Nc2nc(N)c3cc(OC)c(OC)cc3n2)cc1,0,-1,5,/,-11,2.0,/,3.2,-15
NC(=O)C[C@@H]1NC(=O)[C@H](CCC(=O)O)NC(=O)c2cc([N+](=O)[O-])cc(I)c2OCC[C@@H](C(N)=O)NC1=O,-2,11,-6,/,-13,0.1,/,0.3,-3
CC(=O)NC1(C(Cl)(Cl)Cl)Oc2ccccc2O1,-5,-12,16,2,-5,-0.6,-20,0.7,-1
Fc1ccc(NC(=S)Nc2ccc(Br)cc2)cc1,4,-11,8,16,5,5.8,-8,7.5,-2
C[C@@]12C(=O)N(c3ccc(F)cc3)C(=O)N1[C@@H]1c3ccccc3OC[C@@H]1[C@H]2c1ccccc1,0,-5,-13,4,-3,-2.2,45,0.0,-23
O=C1CSC(c2ccccc2Cl)N1 (configuration not stated),-6,-4,19,3,-1,1.0,14,-0.1,-12
Nn1c(SCC(=O)Nc2ccc(OC(F)F)cc2)nnc1-c1ccco1,-2,-10,-3,3,10,-0.8,2,-0.5,-13
CCc1ccc(C2=NN(CCC(=O)NC(C)CCc3ccccc3)C(=O)CC2)cc1 (configuration not stated),-5,-6,7,-3,-12,-1.6,-44,0.0,-14

Continuation:
Structure,CHRM1 agonist,OXTR potentiate,CHO-K1 Ca PAM,TAAR1 agonist,CHO-K1 Ca antag,V1R ag counter,TAAR1 antag,M1 ag parental,CHO parental Ca
Cc1cccc(NC(=S)NCc2ccc(F)cc2)c1,-7,-7,19,5,-9,8.3,10,3.9,-17
CCn1c(CNC(=O)c2cccnc2)cc2ccccc21,-3,-2,30,1,-14,1.0,7,3.8,-11
CCC(C)(C)NC(=O)c1ccccc1Oc1ccccc1,-13,6,23,-1,-5,-1.7,6,0.1,-21
CCN(CC)CCC(c1ccc(OC)cc1)c1c(O)cc(OC)cc1OC (configuration not stated),-7,-7,-1,10,-2,2.9,0,0.4,-15
COn1c(-n2nc(C)cc2C)nc2ccccc2c1=O,-3,-6,26,5,-19,-0.2,-3,0.7,-3
COc1ccccc1Oc1cn[nH]c1-c1ccc(OCC(=O)NN)cc1O,-2,-17,-7,1,-8,0.9,12,1.3,-1
O=C(O)C1C2C=CC(C2)C1C(=O)NCc1ccc(Cl)c(Cl)c1 (configuration not stated),-6,-7,23,7,-8,4.4,8,4.0,-23
Cc1cccc2cc(C3CC(c4ccco4)=NN3S(=O)(=O)c3ccccc3)c(Cl)nc12 (configuration not stated),-2,-4,24,2,-12,0.0,-17,0.7,-23

(cont.)
Structure,CHRM1 agonist,OXTR potentiate,CHO-K1 Ca PAM,TAAR1 agonist,CHO-K1 Ca antag,V1R ag counter,TAAR1 antag,M1 ag parental,CHO parental Ca
CCN(c1ccccc1)S(=O)(=O)c1ccc(Cl)c(NC(=O)CN2CCCCCC2)c1,-6,-5,-6,1,-11,1.0,23,1.9,73*
Cc1cc(C)c(S(=O)(=O)c2ccccc2C(=O)O)c(C)c1,1,-5,-9,3,-1,1.6,-18,0.1,1
COc1cc(NC(=O)CCCn2c(=O)oc3ccccc32)cc(OC)c1,-4,1,-12,1,-4,-0.1,9,0.3,-11
Cc1cc(C)n(-c2nc3ccccc3c(=O)n2OCC(C)C)n1,-3,-10,8,2,-4,1.2,-9,0.8,-7
Cc1ccccc1NC(=O)CN1C(=O)NC(C)(c2ccc3c(c2)OCO3)C1=O (configuration not stated),7,-9,-3,15,2,8.5,6,14,-21
CC(C)c1ccc(/C=N/NC(=O)CC(=O)NCc2ccccc2)cc1,-4,-11,8,-1,-18,-0.9,16,0.1,-19
Fc1ccc(CNc2ccccn2)cc1,0,/,-5,5,5,/,-12,0.3,/
CCOC(=O)C1CCN(Cc2ccc(C(=O)OC)cc2)CC1,43*,-3,14,/,-16,0.0,/,0.2,-8

Other entries:
Structure,CHRM1 agonist,OXTR potentiate,CHO-K1 Ca PAM,TAAR1 agonist,CHO-K1 Ca antag,V1R ag counter,TAAR1 antag,M1 ag parental,CHO parental Ca
CCC(C)(C)NC(=O)Cn1c(-c2ccccc2)cc(C(C)=O)c1C,14,0,3,-1,1,-0.2,5,0.0,-14
Cc1ccc(S(=O)(=O)N(CC(=O)NCCC2=CCCCC2)Cc2ccccc2F)cc1,-2,-19,9,23,-13,0.0,73*,0.2,-8
O=c1[nH]snc1N1CCOCC1,-3,-6,2,-1,-14,-0.7,-4,0.0,10
CCOC(=O)Cc1csc(N/N=C\c2ccccc2OC)n1,0,-5,-6,0,4,-0.1,3,1.3,-7
CCOP(=O)(OCC)C(Cc1ccccc1)N=C(c1ccccc1)c1ccccc1 (configuration not stated),-10,/,20,5,-18,/,6,0.7,/
CCc1ccc(OCCCC(=O)Nc2ccc(N3CCOCC3)cc2)cc1,-5,-7,11,25,2,2.3,12,1.9,-10
Cc1ccc(-c2nn(CC(=O)NCCN3CCOCC3)c(=O)c3ccccc23)cc1,-5,-6,0,7,-3,-0.6,12,-0.9,-19
CC(=O)c1nc(-c2ccccc2)sc1C,-4,2,13,3,-4,-0.7,-29,2.8,-5

The results go on:
Structure,CHRM1 agonist,OXTR potentiate,CHO-K1 Ca PAM,TAAR1 agonist,CHO-K1 Ca antag,V1R ag counter,TAAR1 antag,M1 ag parental,CHO parental Ca
Cc1noc(C)c1C(=O)Nc1ccc(F)cc1F,-4,2,14,13,-5,0.2,-3,-0.2,-5
C[C@H]1CN([C@@H](C)CO)C(=O)CCCn2nncc2CO[C@@H]1CN(C)C(=O)c1ccccc1,-5,/,15,6,-4,/,-15,0.6,/
Cc1cc(N2CCOCC2)n2cc(-c3ccc(F)cc3)nc2n1,-2,-1,-10,-1,1,-0.6,-5,0.3,-10
N#Cc1c(-c2c(Cl)cccc2Cl)noc1/C=C/Nc1ccc(C(=O)O)cc1,4,-15,13,17,15,0.1,8,0.3,-9
N#CC(C(=O)c1ccc(S(=O)(=O)N2CCCCCC2)cc1)c1nc2ccccc2[nH]1 (configuration not stated),-4,-10,11,20,-5,1.8,22,3.3,-6
CC(C)CC(=O)Nc1nc2ccc(S(=O)(=O)N3CCOCC3)cc2s1,-2,-6,5,3,-5,1.4,14,0.8,-10
COC(=O)c1cn(CCOc2ccccc2OC)c2ccccc12,1,-15,13,12,6,4.7,44,6.2,-11
O=C(CSc1nc2ccccc2[nH]1)N1c2ccccc2Sc2ccccc21,-6,-7,10,0,-6,-1.0,15,0.3,-17

Part of the list above, as labelled records:
Compound: Cc1cc(N2CCOCC2)n2cc(-c3ccc(F)cc3)nc2n1
  CHRM1 agonist = -2; OXTR potentiate = -1; CHO-K1 Ca PAM = -10; TAAR1 agonist = -1; CHO-K1 Ca antag = 1; V1R ag counter = -0.6; TAAR1 antag = -5; M1 ag parental = 0.3; CHO parental Ca = -10

Compound: N#Cc1c(-c2c(Cl)cccc2Cl)noc1/C=C/Nc1ccc(C(=O)O)cc1
  CHRM1 agonist = 4; OXTR potentiate = -15; CHO-K1 Ca PAM = 13; TAAR1 agonist = 17; CHO-K1 Ca antag = 15; V1R ag counter = 0.1; TAAR1 antag = 8; M1 ag parental = 0.3; CHO parental Ca = -9

Compound: N#CC(C(=O)c1ccc(S(=O)(=O)N2CCCCCC2)cc1)c1nc2ccccc2[nH]1 (configuration not stated)
  CHRM1 agonist = -4; OXTR potentiate = -10; CHO-K1 Ca PAM = 11; TAAR1 agonist = 20; CHO-K1 Ca antag = -5; V1R ag counter = 1.8; TAAR1 antag = 22; M1 ag parental = 3.3; CHO parental Ca = -6

Compound: CC(C)CC(=O)Nc1nc2ccc(S(=O)(=O)N3CCOCC3)cc2s1
  CHRM1 agonist = -2; OXTR potentiate = -6; CHO-K1 Ca PAM = 5; TAAR1 agonist = 3; CHO-K1 Ca antag = -5; V1R ag counter = 1.4; TAAR1 antag = 14; M1 ag parental = 0.8; CHO parental Ca = -10

Going on with the list:
Structure,CHRM1 agonist,OXTR potentiate,CHO-K1 Ca PAM,TAAR1 agonist,CHO-K1 Ca antag,V1R ag counter,TAAR1 antag,M1 ag parental,CHO parental Ca
Cn1c2ccccc2c(=O)c2c(=O)n(-c3ccccc3)c(-c3ccc(C(C)(C)C)cc3)nc21,3,-11,39,7,-17,-0.8,-42,9.0,-20
CCSc1nnc(NC(=O)c2cc3c(s2)CCCC3)s1,-2,-6,0,15,-18,-0.8,7,0.6,-19
CN(C)C(=O)[C@@H]1C[C@H]1[C@@H](NC(=O)OCc1ccccc1)c1ccccc1,4,-8,-6,3,6,0.1,3,-0.1,-9
COc1cc(NC(=O)CCc2nnc3ccc(N4CCCCC4)nn23)cc(OC)c1OC,-8,-21,22,2,-19,-0.4,-27,0.0,-2
Cc1ccc(S(=O)(=O)NC(=O)c2cccc(N(C)C)c2)cc1,-3,-8,11,8,-15,1.4,-8,0.6,4
CC1CC(C)CN(C(=O)Nc2ccc(Br)cc2)C1 (configuration not stated),-10,-7,8,3,3,4.8,5,1.5,-16
O=C(CSc1nnc(-c2ccc(F)cc2)o1)Nc1ccc(S(=O)(=O)N2CCCCCC2)cc1,-3,-11,-12,6,14,4.4,21,0.6,-1
Cc1c(N(C)S(=O)(=O)c2cc(C(=O)N3CCCC3)ccc2Cl)c(=O)n(-c2ccccc2)n1C,-5,-1,8,4,-5,0.8,-11,0.5,-10
CCC(=O)N1CCc2cc(S(=O)(=O)CCC(=O)Nc3c(C)n(C)n(-c4ccccc4)c3=O)ccc21,/,-6,/,6,/,-0.3,-5,/,12
CC(C)C(=O)Nc1c(-c2ccccc2F)c(=O)c2ccccc2n1C,-4,-11,16,0,-17,0.5,-8,1.0,-4
Cc1ccc(CN2CCNC(=O)C2CC(=O)NCc2csc(C(C)C)n2)cc1 (configuration not stated),-2,-8,10,0,-8,0.7,-17,-0.3,-21

Screens as filed in PubChem.
